# Anthrax LF prot: Bacillus anthracis LF protease inhibitors, primary screen, biochemical, multiplex microsphere, MLPCN library; Lethal factor (Bacillus anthracis), P15917; multiplex microsphere protease cleavage assay; inhibition, % at 10 µM; 0.12% of 360,000 active; in the data active means inhibition above about 30%; further: plate controls were buffer without enzyme for full effect and enzyme alone for no effect
# PfHsp40 yeast: rescue of yeast from PfHsp40 toxicity, primary screen, S. cerevisiae, ATP luminescence. S. cerevisiae expressing PfHsp40, growth rescue. growth rescue, % at 12.5 µM. 0.68% of 340,000 active. AID 504582, 2011; in the data active means growth rescue above about 28%, passing the limit was not always enough;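 further: yeast W303a lacking pdr1 and pdr3 grown in galactose medium; growth measured after three days at 30 °C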
# Vc quorum ag: inducers of Vibrio cholerae quorum light production without autoinducers, primary screen, BH1578 luxS cqsA deficient, single point. V. cholerae BH1578 lux reporter, luminescence, 6 h. activation, % at 18.7 µM. 0.16% of 350,000 active; in the data active means activation mostly above about 9.7%, no sharp cut-off; further: not every result past the cut was called active; inactives centre near 0; reference of the scale not given here
# MazF activator: activators of E. coli MazEF toxin-antitoxin RNase, primary screen, biochemical, fluorescence, uHTS; Endoribonuclease toxin MazF (Escherichia coli (strain K12)), P0AE70; AID 504720, 2011; FAM/BHQ RNA-DNA oligo cleavage fluorescence, 5 h; 0.32% of 350,000 active; activation, % at 20 µM; in the data active means activation above about 50%
# SSB-PriA inh: inhibitors of Klebsiella pneumoniae PriA binding to SSB C-terminal tail, primary screen, biochemical, AlphaScreen; PriA–SSB C-terminal tail interaction (Klebsiella pneumoniae); AlphaScreen SSBct-PriA binding, biotinylated peptide; inhibition, % at 33 µM; 0.6% of 430,000 active; in the data active means inhibition mostly above about 37%, no sharp cut-off; inactive means mostly below about 20%;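 further: plate controls were negative control peptide for no effect and reference peptide for full effect; strong numbers were not always called active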
# Y pestis TopoI: Yersinia pestis topoisomerase I inhibitors, primary screen, biochemical, cleavage product accumulation, plate reader, single point; activity, % at 10 µM; Y. pestis Topo-I cleavage product accumulation; 0.064% of 360,000 active; DNA topoisomerase I (Yersinia pestis CO92); in the data active means activity above about 50%, passing the limit was not always enough; further: inactives centre near 2
# 3CLpro inhibitor: SARS-CoV 3CLpro protease inhibitors, primary screen, biochemical, quenched FRET. Replicase polyprotein 1ab (Severe acute respiratory syndrome coronavirus), P0C6X7. recombinant SARS-CoV 3CLpro, quenched FRET peptide cleavage. inhibition, % at 6 µM. 0.14% of 290,000 active; in the data active means inhibition above about 12%
# DUSP3 inh: VHR1 phosphatase inhibitors, primary screen, biochemical, absorbance, uHTS. Dual specificity protein phosphatase 3 (Homo sapiens), P51452. recombinant VHR phosphatase, pNPP absorbance. inhibition, % at 13.3 µM. 0.52% of 290,000 active; in the data active means inhibition above about 50%; further: some compounds called inactive have numbers as strong as hits
# Rv3671c protease: Rv3671c serine protease inhibitors, primary screen, biochemical, fluorescence polarization, M. tuberculosis H37Rv; 0.048% of 320,000 active; inhibition, % at 5.96 µM; AID 2606, 2010; in the data active means inhibition above about 38%;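 further: extracellular domain of Rv3671c used as enzyme; 0% = enzyme with DMSO and 100% = no enzyme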
# TcdB inh: TcdB glycohydrolase inhibitors, primary screen, biochemical, single point, plate reader | Toxin B (Clostridioides difficile), P18177 | TcdB glycohydrolase enzymatic assay | inhibition, % at 9.99 µM | 0.24% of 350,000 active; in the data active means inhibition above about 10%
# Starred values were filed as active, the others as inactive; i = inactive; nt = no result given; & = joins results of further samples. This is a subset (hit frequency here may not be typical).
structure	Anthrax LF prot	PfHsp40 yeast	Vc quorum ag	MazF activator	SSB-PriA inh	Y pestis TopoI	3CLpro inhibitor	DUSP3 inh	Rv3671c protease	TcdB inh
CCCNC(=O)C1(CC2CC(c3ccccc3)=NO2)CCNCC1 (centres undefined)	1	-1.2	i	3	0	12	nt	nt	6	1.1
CCn1nnc(-c2ccccc2NS(=O)(=O)c2ccc(C(=O)OC)cc2)n1	0	1.7	i	-1	6	6	2	-1	-4	nt
O=c1cc(CN2CCN(Cc3ccccc3)CC2)c2ccc(O)c(O)c2o1	-6	-0.5	-1.1	1	9	3	1	26	6	-4.3
O=C(NCc1ccc(F)cc1)c1cc(C2CCCCN2C(=O)c2ccccc2)on1 (centres undefined)	-5	nt	i	nt	nt	4	nt	nt	nt	-0.2
CS(=O)(=O)c1nc(S(=O)(=O)c2ccc(Cl)cc2)c(N2CCC(O)CC2)s1	-2	-1.2	-0.2	6	-9	-8	-4	43	-13	0.2
Cc1cc(C)c(C2=CC(=O)C[C@H](c3ccc4c(c3)OCO4)C2)c(C)c1	2	2.3	-5.9	-1	-1	28	nt	nt	-5	0.1
C=CCn1c(COc2ccc(Cl)cc2)nnc1SCC(=O)Nc1ccc(S(N)(=O)=O)cc1	-1	-0.2	-0.7	0	-3	15	-5	39	-7	-7.7
O=C(O)CCCC(=O)N1CCN(c2nc(-c3ccccc3)c3ccccc3n2)CC1	-2	0.4	-0.3	6	-22	5	-2	13	-6	1.1
O=C(Cc1ccc(-c2ccccc2)cc1)OCC(=O)N1CCCC1=O	0	1.0	i	-3	-10	18	-1	24	-6	-3.2
O=C(/C=C/c1ccco1)NCC1CCCO1 (centres undefined)	2	-0.8	5.0	5	-12	3	0	38	-10	nt
COc1ccc2[nH]c3c(c2c1)CCN1C(=O)N([C@@H](C)C(=O)NC2CCN(Cc4ccccc4)CC2)C(=O)[C@]31C	-6	1.0	-0.4	-3	17	1	-1	29	-6	0.0
O=C(NC1CCCc2ccccc21)C1CCN(S(=O)(=O)c2ccccc2)CC1 (centres undefined)	-3	1.2	-0.1	2	-10	-4	-6	4	-4	nt
O=c1[nH]c2cc3c(cc2cc1C(c1nnnn1Cc1ccccc1)N1CCN2CCCC2C1)OCCO3 (centres undefined)	5	-0.3	i	-4	-4	27	-9	20	5	nt
CCCCNC(=O)c1onc(CSc2ccc(F)cc2)c1C(=O)NCCCC	-11	3.3	-0.3	-2	-9	19	nt	30	3	0.7
Nc1nc(-c2cccc(Br)c2)cs1	-3	-0.3	-4.2	-7	9	1	3	28	-1	nt
CC(=O)c1cccc(OC(=O)C2=CC=CN3CCS(=O)(=O)N=C23)c1	-1	-0.4	i	6	-11	-3	nt	nt	-1	-0.9
c1cnc2ccc(C(c3nnnn3C3CCCCC3)N3CCN4CCCC4C3)cc2c1 (centres undefined)	nt	-2.0	i	7	0	-6	-2	48	2	nt
Cc1nccc(-c2sc(-c3cccs3)nc2C)n1	3	2.8	-0.7	5	-47	-1	1	27	3	-5.6
COc1ccc(NC(=O)CCN2CCOCC2)c(OC)c1	-5	-1.0	i	0	-8	5	8	15	1	1.7
CCN(CC)S(=O)(=O)c1ccc(C(=O)Nc2ccc3c(c2)OCO3)cc1	11	-1.3	i	1	-12	-2	-3	2	2	2.1
Cc1ccc(C)c(OCCC(=O)OCC(=O)c2ccc3c(c2)NC(=O)CO3)c1	-2	-1.1	-1.4	0	-14	5	nt	nt	1	0.6
COc1ccc(-c2noc(CNC(=O)c3ccc4c(c3)OCO4)n2)cc1	-9	-0.3	0.2	-2	-7	-8	1	26	-4	0.5
C#CCNC(=O)C1=C[C@@H](C2CCCCC2)C[C@@H](OCCCCO)O1	-3	-2.2	-0.9	4	7	37	7	18	2	-0.1&-0.7
O=Cc1ccc(OCC(=O)NCC2CCCO2)cc1 (centres undefined)	1	-0.8	-2.8	-1	-6	3	0	-64	9	1.8
CC(C)n1cc(/C=C2/NC(=O)NC2=O)c2ccccc21	-3	0.4	i	-16	-14	-5	0	-2	2	-0.1
O=C(Nc1cccc(S(=O)(=O)N2CCOCC2)c1)C1CCCC1	-12	-1.0	-2.8	6	-8	-2	nt	nt	0	0.5
Cc1cc(C(=O)NC2CCCc3c2cnn3-c2ccc(C(C)(C)C)cc2)nn1C (centres undefined)	4	0.3	-1.0	-2	9	30	4	6	-7	1.0
Cc1cc(Cl)ccc1OCCCC(=O)OCC(=O)Nc1cccc(S(N)(=O)=O)c1	-8	1.0	-2.0	-7	3	-7	nt	nt	-18	-0.5
CCC[C@@H]1C[C@@H](C(=O)N[C@H]([C@@H](C)O)[C@H]2O[C@H](SC)[C@H](O)[C@@H](O)C2O)N(C)C1 (some centres undefined)	6	5.0&-0.7	-0.3	-1	nt	-4	6	1	-1	1.6
CCCN1Cc2cccc(C(=O)NCc3ccccc3OC)c2C1=O	-2	0.6	i	1	-2	5	-4	31	-8	nt
Cc1ccc(C(=O)NC2CCS(=O)(=O)C2)cc1S(=O)(=O)N1CCCCCC1 (centres undefined)	2	-0.3	-0.1	2	-23&-24	14	3	-15	-2	1.1
CN(C)c1ccc(/C=[N+](\[O-])C2N(c3ccccc3)C(=S)SC2(C)C)cc1 (centres undefined)	-2	0.3	-1.0	-7	7	-4	5	-1	-6	0.3
Cc1cc(NC(=O)CSCC(=O)Nc2ccccc2OC(F)F)no1	-2	9.8	-0.7	3	9	-1	nt	nt	-7	-0.2
COc1ccc(CN(Cc2cccn2C)S(=O)(=O)c2cccc(C(F)(F)F)c2)cc1	nt	-0.6	-0.4	2	-5	35	8	0	1	0.8
COc1ccc(OC)c(-c2csc(N(Cc3ccco3)C(=O)c3cccs3)n2)c1	-7	-0.6	-1.2	-14	-6	3	3	-8	-20	nt
CCOC(=O)Cc1cc(=O)n2[nH]cc(-c3ccc(Cl)cc3)c2n1	-6	-1.1	-0.1	-12	0	-7	2	18	-25	0.3
CC(C)CNC(=O)CSc1nnc(CN2CCCCCC2=O)n1-c1ccccn1	2	14	i	-10	-3	-2	6	8	-4	nt
O=C(Nc1ccccc1)Nc1ccccc1C(=O)NCc1ccccc1	nt	-1.2	i	2	-6	-9	1	11	-7	nt
CCOC(=O)C1CCN(C(=O)c2ccc(Cl)c(NC3=NC4CS(=O)(=O)CC4S3)c2)CC1 (centres undefined)	0	-0.8	i	9	-6	-2	-1	0	-10	-0.7
Cn1c(CNC(=O)CNC(=O)Cc2ccc(Cl)cc2)cc(=O)n(C)c1=O	-2	0.1	-3.4	9	0	1	2	17	-7	0.2
N/C(=N\OC(=O)c1ccc(=O)n(Cc2ccccc2)c1)c1ccccn1	-2	1.5	-1.3	2	nt	-14	1	26	-8	3.3
Cn1c(SCC(=O)NCc2cccs2)nnc1-c1cccs1	-3	-0.6	i	5	-7	8	-6	-10	4	nt
Cc1ccc(C)c(OCCC(=O)OC(C)C(=O)Nc2c(C)n(C)n(-c3ccccc3)c2=O)c1 (centres undefined)	0	-0.4	-0.8	1	1	-8	nt	nt	2	3.1
O=c1ccc(-c2ccc(S(=O)(=O)Nc3ccc(F)cc3)s2)n[nH]1	0	-0.7	0.5	11	1	4	-4	6	-2	0.6
CN(C(=O)CSc1nnc(COc2ccccc2F)n1N)C1CCCCC1	-3	-1.2	i	4	-9	-5	nt	nt	-1	-0.3

# Fetched by compound from the list above, 3 records:
structure	Anthrax LF prot	PfHsp40 yeast	Vc quorum ag	MazF activator	SSB-PriA inh	Y pestis TopoI	3CLpro inhibitor	DUSP3 inh	Rv3671c protease	TcdB inh
O=C(/C=C/c1ccco1)NCC1CCCO1 (centres undefined)	2	-0.8	5.0	5	-12	3	0	38	-10	nt
c1cnc2ccc(C(c3nnnn3C3CCCCC3)N3CCN4CCCC4C3)cc2c1 (centres undefined)	nt	-2.0	i	7	0	-6	-2	48	2	nt
CS(=O)(=O)c1nc(S(=O)(=O)c2ccc(Cl)cc2)c(N2CCC(O)CC2)s1	-2	-1.2	-0.2	6	-9	-8	-4	43	-13	0.2

# Next structures follow.
structure	Anthrax LF prot	PfHsp40 yeast	Vc quorum ag	MazF activator	SSB-PriA inh	Y pestis TopoI	3CLpro inhibitor	DUSP3 inh	Rv3671c protease	TcdB inh
Cc1ccc(NC(=O)CC2SCCNC2=O)cc1Cl (centres undefined)	-4	-0.2	-1.3	2	-15	9	3	15	1	nt
CCOC(=O)c1[nH]c2ccc(OC)cc2c1NC(=O)CCN1CCc2ccccc2C1	0	-0.6	0.5	0	-8	10	-4	14	5	nt
O=C(O)C1=C[C@@H](c2ccccc2)C[C@@H](OCc2ccc(CO)cc2)O1	2	-0.5	-0.5	8	-14	2	7	14	-4	-0.3&0.3
CCCCCC(=O)Nc1ccc(-c2nnc3n2CCCCC3)cc1	2	-0.4	i	2	-8	-2	-5	-7	7	0.7
COc1cc2c(cc1NC(=O)COC(=O)c1ccc(C(C)(C)C)cc1)oc1ccccc12	-1	0.2	i	-11	5	-7	2	12	4	nt
Cc1oc2ccc(OC(=O)COc3c(F)c(F)c(F)c(F)c3F)cc2c1C(=O)OC(C)C	-1	-1.4	i	-13	-11	2	-3	34	8	0.5
CCOC(=O)C1=C(C)Nc2ncnn2C1c1c[nH]c2ccccc12 (centres undefined)	0	0.4	-3.6	6	4	13	2	15	-4	0.5
CC(C)c1cc(C(=O)O)c2ccccc2n1	-4	-0.9	-0.4	3	-6	-6	-3	13	-1	1.4
CCOC(=O)C1C(c2ccc(O)cc2)NC(=O)NC1(O)C(F)(F)F (centres undefined)	4	0.1	i	3	5	1	0	20	-5	0.8
CCOC(=O)N1CCC(NC2CCCCCCC2)CC1	-2	-1.5	-0.4	4	-2	-2	1	-13	7	nt
Cc1nc(C(F)(F)F)ccc1C(=O)N1CCC1(C)C(=O)NS(=O)(=O)c1ccc2c(c1)CCO2 (centres undefined)	-8	nt	i	nt	nt	0	nt	nt	nt	0.5
CCOc1ccc(N2C(=O)C3C(c4ccccc4)=NN(c4ccccc4)C3C2=O)cc1 (centres undefined)	-1	0.7	-0.4	-12	-8	-11	-1	-5	0	0.9
O=C1C(C=NC2CC2)=C(O)c2ccccc21	2	-0.1	-0.8	0	-1	1	0	-4	-5	nt
CCC(CC)NC(=O)COc1ccc(OC)cc1C=O	-2	0.6	i	12	8	6	-2	18	4	1.6
CN(C(=O)c1ccccc1C(=O)OCC(=O)NCc1cccs1)C1CCCCC1	0	0.6	i	-1	-28	-4	-2	2	-4	1.0
CCOc1ccc(/C=N/NC(=O)c2nnn(-c3nonc3N)c2CN2CCC(C)CC2)cc1	0	0.1	-0.3	1	nt	20	-2	20	-4	1.1
CCc1ccc2c(COn3nnc4ccc(S(=O)(=O)N(C)C)cc43)cc(=O)oc2c1	-8	-0.3	i	2	-1	30	-1	21	-5	nt
CCN(CC)c1ccc(C(NC(C)=O)NC(C)=O)cc1	-2	-0.3	-0.3	1	-16	-2	0	5	3	nt
CC(C)Cn1c(SCC(=O)NCc2ccc(Cl)cc2)nnc1-c1cccc(S(=O)(=O)N2CCOCC2)c1	-3	-0.4	-0.4	-5	-14	6	0	14	-4	1.2
